Compound activity: PubChem BioAssay, National Center for Advancing Translational Sciences (NCATS)
KAT2A inh: inhibitors of human GCN5L2 histone acetyltransferase; Q92830; hit rate 0.21% among 390,000; AID 504327; GCN5L2 HAT assay, ThioGlo1 CoA-SH fluorescence; Potency, µM (doses to about 58.9 µM), without a hit: at the highest dose activity change, negative = inhibition, actives largely listed as inhibitors
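Free CoA generated was detected with ThioGlo1 (50uM) fluorescence at Ex340nm/Em540nm, read immediately and after 20 min at room temperature. Enzyme, 20 nM in HEPES pH 7.5 buffer, saw compounds 15 min before adding 75uM H3(1-25) peptide and 70uM acetyl-CoA.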
FEN1 inhibitor: inhibitors of human flap endonuclease 1. Recombinant FEN1 flap cleavage, fluorescence, 15 min. P39748. hit rate 0.35% among 390,000. AID 588795. Potency, µM (doses to about 114 µM), for the others: top-dose activity change, negative = inhibition, actives largely listed as inhibitors; note: nearly all actives have a fitted effect of over 65% in size
Target sequence (P39748 whole entry, looked up): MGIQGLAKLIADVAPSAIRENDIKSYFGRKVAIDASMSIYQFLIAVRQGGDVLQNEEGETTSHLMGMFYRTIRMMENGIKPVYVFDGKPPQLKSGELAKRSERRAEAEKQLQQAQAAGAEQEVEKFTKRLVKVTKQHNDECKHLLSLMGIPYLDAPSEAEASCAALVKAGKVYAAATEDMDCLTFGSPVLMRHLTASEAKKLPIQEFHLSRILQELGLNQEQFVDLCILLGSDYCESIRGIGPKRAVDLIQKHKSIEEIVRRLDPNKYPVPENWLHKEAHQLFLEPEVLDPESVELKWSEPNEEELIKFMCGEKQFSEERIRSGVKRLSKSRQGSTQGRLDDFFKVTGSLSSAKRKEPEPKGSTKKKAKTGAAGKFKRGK
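Steps: FEN1 (10 nM) dispensed; compound added by pin tool; 15 min at room temperature; substrate added to 50 nM final; reads at 0 min and 15 min; data normalized and fitted (four-parameter Hill).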
N370S GC: inhibitors or activators of N370S glucocerebrosidase for Gaucher disease. P04062. N370S GC spleen homogenate, 4MU-glucoside fluorescence. Potency, µM (top dose mostly 59.4 µM), for inactives: top-dose activity change, negative = inhibition, actives largely listed as inhibitors. hit rate 0.092% among 330,000;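 note: 0% = full enzyme activity and -100% = no enzyme basal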
The depositor's hits bear a star; ? = inconclusive; / = no result given; & = joins results of further samples; [ ] = remark or other dose. Calls come from the whole dose curve; as a rule, active = well fitted curve in the direction sought with a large enough effect; inconclusive = small, poorly fitted or top-dose-only effect, or another doubt; inactive = no such curve, though single readings can be large; an effect the other way counts as inactive or inconclusive. Unless noted, % is set by controls: 0 for no effect and ±100 for the full control effect; potency is the fitted concentration of half-maximal effect. Only part of the results is shown (hit frequency here may not be typical).

Molecule	KAT2A inh	N370S GC	FEN1 inhibitor
CCOC(=O)N1CCN(C(=O)CN(C2CCCCC2)S(=O)(=O)c2ccc(F)cc2)CC1	1%	-15%	8%
O=C(O)CN1CCN(Cc2ccccc2Cl)C1=O	?	-1%	-6%
O=C(CN1C(=O)CSC1=O)Nc1ccc(C(=O)O)cc1	-2%	-14%	-12%
CCOC(=O)N1CCN(C(=O)CSc2ccc(-c3cccc(OC)c3)nn2)CC1	-2%	-4%	-9%
Cc1cc(C(=O)NCc2ccc(S(N)(=O)=O)cc2)ccc1[N+](=O)[O-]	1%	-2%	8%
Cc1nc(-c2ccccn2)sc1C(=O)O	0%	7%	8%
Cc1ccc(NC(=O)O/N=C/c2cccc([N+](=O)[O-])c2)cc1	-2%	6%	-5%
CC(C)Oc1ccc(S(=O)(=O)N2CCOCC2)cc1NC(=O)CN1C(=O)NC2(CCCC2)C1=O	-23%	-4%	1%
COc1cccc(C(=O)N(Cc2ccc(N(C)C)cc2)C2CCS(=O)(=O)C2)c1 (stereo not given)	1%	-3%	0%
O=C(NN1CCOCC1)c1cccc(COc2cccc(Br)c2)c1	-17%	-4%	-6%
CCCCCCCOc1ccc(OC(=O)c2cccnc2)cc1	0%	4%	4%
Cc1ccc(OCC(=O)NNC(=O)C(C)Sc2ncnc3sc(C)c(C)c23)cc1 (stereo not given)	-12%	?	13%
N#CC1=C2SCN(Cc3ccco3)CN2C(=O)CC1c1ccccc1F (stereo not given)	-13%	-18%	0%
COc1cccc(-c2csc(N3CCN(C(=S)Nc4ccccc4C)CC3)n2)c1	-6%	-20%	9%
O=C(CNC(=O)N1CC(=O)Nc2ccccc21)NCCc1c[nH]c2ccccc12	-8%	1%	11%
CN(Cc1ccccc1)C(=O)c1nc(-c2ccc(Cl)cc2)n2c1CCCCC2	-12%	/	-12%
CC(C)(C)NCc1cc(Br)ccc1OC1CCCC1	3%	-8%	-10%
O=C(CCNC(=O)c1ccccc1Cl)Nc1ccc(S(=O)(=O)Nc2nccs2)cc1	1%	/	2%
O=C(COc1ccc(Br)cc1)NCCCN1CCCC1=O	4%	/	2%
O=C(Nc1ccc2[nH]ccc2c1)c1ccc(F)cc1	0%	18%	15%
COCCn1c(=O)[nH]c2cc(C(=O)NCCN3CCN(c4ccccc4F)CC3)ccc2c1=O	-2%	10%	-1%
CC(C)(O)C#Cc1ccc(CN2CCC(n3nccc3NC(=O)C3CC3)CC2)cc1	?	0%	17%
Cc1ccc(CN2CCSc3ccc(C(=O)Nc4ccc(F)cc4F)cc32)cc1	-2%	/	8%
Cc1[nH]n(-c2cccc(Cl)c2)c(=O)c1/C=N/n1c(C)nc2ccccc2c1=O	-23%	3%	-8%
Cc1onc(-c2c(F)cccc2Cl)c1C(=O)Nc1nc2ccccc2[nH]1	2%	8%	-11%
Cc1cc(I)ccc1Nc1c(C(=O)NOCC2CC2)cc(F)c(F)c1F	13%	-4%	/
O=C(CSc1nc(-c2cccc(F)c2)[nH]c1-c1ccccc1)Nc1ccc2c(c1)OCCO2	-12%	/	-5%
O=C(NCCN1CCOCC1)c1ccc(Cl)c(Cl)c1	-2%	-18%	17%
CN(CC(=O)Nc1ccc(Cl)cc1)CC(=O)Nc1ccc(C(N)=O)cc1	3%	12%	-12%
CC(C(N)=O)N1C(=O)c2cccc3cccc1c23 (stereo not given)	-1%	-4%	-15%
COCCn1nnnc1CN(CCc1ccccc1)Cc1cc2ccc(C)cc2[nH]c1=O	-6%	13%	0%
CCCc1ccc(S(=O)(=O)N/N=C(/C)c2ccc3c(c2)OCO3)cc1	-33%	0%	-2%
C=CCn1c(SC)nnc1-c1ccc2ncccc2c1	0%	-7%	15%
Cc1cccc(N(C(=O)c2csnn2)C(C(=O)NC(C)(C)C)c2cccs2)c1 (stereo not given)	-6%	-17%	-6%
COC(=O)c1cc(COC(=O)c2nc3nccc(C)n3n2)oc1C	0%	17%	-9%
COC(=O)C(C)Oc1ccc(-c2nccc(-c3ccccn3)n2)cc1 (stereo not given)	0%	3%	3%
CC(NC(=O)c1cc2c(s1)CS(=O)(=O)C2)c1ccccc1 (stereo not given)	1%	-2%	-7%
CC(C)N(Cc1cn(C)nc1-c1cccc(Cl)c1)Cc1nccn1C	0%	-6%	8%
Cc1c(Cl)cccc1NC(=O)CN1CCC(NC(=O)C2CCCCC2)CC1	?	1%	7%
CCn1nnnc1-c1ccc(OC)c(S(=O)(=O)NCCc2ccccc2)c1	0%	5%[2.35 µM]	2%
O=C(Nc1ccc(NC(=O)C2CCCCC2)nc1)c1cccc(F)c1	-6%	-5%	-9%
COc1ccccc1NC(=O)CSc1nc2nccnc2c(=O)n1Cc1cccs1	-26%	2%	7%
COc1ccccc1N1CCN(C(=O)CCCn2nc(C)c([N+](=O)[O-])c2C)CC1	-16%	-11%	-2%
COc1ccc(-c2cc(C)no2)cc1S(=O)(=O)NCc1ccco1	39%[activator]	/	8%
COc1ccc(-c2c(C#Cc3ccsc3)c3cc(-c4ccc(OC)c(F)c4)ccc3n2C)cc1	-24%	/	-13%
CC(=O)c1cccc(-n2c(CCC(=O)O)ccc2-c2ccc(C)cc2)c1	-12%	-1%	-5%
O=C(NCCOC(=O)c1ccccc1)c1ccccc1	-3%	/	26%
COCC(=O)Nc1ccc(Br)c(C)c1	1%	0%	15%
Cc1ccc(S(=O)(=O)NC(=O)Nc2nc(-c3ccc(F)c(F)c3)cs2)cc1	-3%	0%	2%
CC(C)(C)P(=O)(CO)c1ccccc1 (stereo not given)	-3%	0%	-4%
CCOC(=O)N1CCN(/[N+]([O-])=N/Oc2ccc([N+](=O)[O-])cc2[N+](=O)[O-])C(C)C1 (stereo not given)	/	-14%	-17%
CN(C)c1nc(N)nc(CSc2nnnn2-c2ccc(F)cc2)n1	-7%	4%	-2%
COC(=O)c1ccc(Sc2ccccc2NS(=O)(=O)c2ccc(OC)cc2)nc1	-18%	18%	-11%
COc1ccc(N2C(=O)NC(NS(=O)(=O)c3ccc(NC(C)=O)cc3)(C(F)(F)F)C2=O)cc1 (stereo not given)	-6%&-5%	-12%	6%&18%
Cc1ccc(N/C(CSC(N)=O)=N\S(=O)(=O)c2ccc(C)cc2)cc1	-3%	?	1%
COc1ccc(S(=O)(=O)N(C)CC(=O)N2CCN(C)CC2)cc1C	1%	5%	0%

Later entries:
Molecule	KAT2A inh	N370S GC	FEN1 inhibitor
O=C(CNC(=O)COc1ccccc1)NCc1ccccc1F	0%	28%	-6%
O=C(Cn1ncc2c3ccccc3n(Cc3ccc(F)cc3)c2c1=O)NCCC1=CCCCC1	0%	/	-3%
Cc1cc(OCCN2CC(C)OC(C)C2)ccc1[N+](=O)[O-] (stereo not given)	-13%	-13%	14%
CC(C)c1nc(SCC(=O)Nc2ccc(C(=O)O)cc2)c2c3c(sc2n1)CCCC3	-14%	-6%	?
Cc1ccccc1-c1ccc(C(=O)Nc2cccc(F)c2)o1	-8%	8%	-1%
CC(CNC(=O)c1nnc(Cc2cccc(F)c2)o1)c1ccccc1 (stereo not given)	0%	/	-6%
CC(=O)N1CCc2cc(S(=O)(=O)NCCN3CCC(C)CC3)ccc21	-2%[0.501 µM]	2%	1%
CC(=O)N/C(=C\c1ccc(Cl)cc1)C(=O)O	2%	4%	7%
CC(=O)c1ccc(NC(=O)c2ccc(-c3ccc(Cl)cc3)o2)cc1	-5%	/	7%
CC(C)CCC(=O)N1CCC(N2CCC(C(=O)NCc3ccccn3)CC2)CC1	-2%	5%	18%
N#Cc1cc2c(nc1SCC(=O)Nc1sc3c(c1C#N)CCC3)CCCCC2	0%	12%	5%
CCN1C(=O)C(CC(=O)Nc2ccc(OC)cc2)N(CCN2CCOCC2)C1=S (stereo not given)	-2%	2%	-2%
COc1ccc(N(C)C(=O)CC2(CC(=O)O)CCCCC2)cc1	-4%	6%	4%
Cc1ccc(NC(=O)CN(C)S(=O)(=O)c2cnc[nH]2)cc1	-3%	/	11%
CCOC(=O)CCSc1nnc(-c2cccnc2)n1-c1ccccc1OC	-6%	-20%	-15%
Cc1occc1C(=O)Nc1cc(=O)n(C)c(=O)n1C	3%	3%	-4%
CCOC(=O)c1c(N)c2cc([N+](=O)[O-])ccc2n1C	?	4%	3%
CC(C)(C)C(=O)N1CCC(O)(CS(=O)(=O)Cc2ccc(Cl)cc2)CC1	-9%	6%	-11%
CSCCC(NC(=O)C1CCC(C)CC1)C(=O)O (stereo not given)	3%	3%	1%
COc1cc(CCC(=O)NCc2ccc3c(c2)CCN3C(=O)c2cccc(C)c2)cc(OC)c1OC	6%	/	6%
Cc1cc(=O)n2nc(N3CCC(C(=O)NCc4ccccc4)CC3)sc2n1	-7%&1%	1%	-19%&18%
CCOC(=O)CSc1ncnc2c1c(-c1ccccc1)cn2-c1ccc(OC)cc1	-5%&-9%	-12%	-2%&1%
Cc1c(C(=O)Nc2ccc(C(F)(F)F)cc2)sc2ncn(CC(=O)N3CCN(c4ccccn4)CC3)c(=O)c12	?	-5%	-14%
O=C(O)CCCN1C(=O)/C(=C/c2ccncc2)SC1=S	-11%	3%	-4%
CCCNC(=O)c1ccc(N2CCC3(CC2)CC(c2cccc(Br)c2)=NO3)c(NC(=O)c2ccc(Br)cc2)c1	-5%	-2%	-5%
c1ccc2c(c1)NC1(CCCCCC1)n1c-2nc2ccccc21	3%	18%	-17%
CC(C)(C)N(C=C(Cl)Cl)C(=O)NC1CCCCC1	1%	-29%	-1%
CCOc1cc(/C=N/NC(=O)c2ccc(CSc3nncn3C)cc2)ccc1OCC(=O)N1CCOCC1	-6%	-6%	-5%
C=CCn1c(C)cc(C(=O)COC(=O)c2ccc(N)c([N+](=O)[O-])c2)c1C	-2%	9%	1%
COc1ccc(C(=O)NCCCn2cccn2)cc1OC1CCN(C(C)=O)CC1	-17%	-4%	16%
Clc1nc2ccccc2cc1-c1nnn(-c2ccccc2)n1	-2%	-7%	-20%
C=C(C)CNC(=S)N/N=C/C1=CCC2CC1C2(C)C (stereo not given)	-6%	?	-10%
CC(=O)Nc1ccc(S(=O)(=O)NCc2nnnn2-c2ccc(F)cc2)cc1	-7%	-24%	5%
Cn1cccc1-c1nc2ccc(NC(=O)c3ccccc3)cc2[nH]1	-1%	-8%	6%
CCN(c1cccc(C)c1)S(=O)(=O)c1cc2c3c(c1)CCN3C(=O)CC2	1%	-4%	5%
CCOc1cc(/C=C2\C(=N)N3N=C(S(C)(=O)=O)SC3=NC2=O)ccc1OCCOc1cccc(OC)c1	?	4%	-25%
CC1CCCN(C(=O)c2ccccc2OC2CCN(S(C)(=O)=O)CC2)C1 (stereo not given)	-15%	-4%	4%
Cc1cc(C)c(S(=O)(=O)NCCc2csc3nc(-c4ccc(Cl)cc4)nn23)c(C)c1	-14%	/	-24%
Cc1sc2c(c1C)C(=O)NC(c1cccc(O)c1)N2 (stereo not given)	4%	-2%	/
O=C(CNC(=O)c1ccccc1Cl)Nc1ccncc1	2%	/	-18%

Among those listed so far, these have bromine:
Molecule	KAT2A inh	N370S GC	FEN1 inhibitor
O=C(NN1CCOCC1)c1cccc(COc2cccc(Br)c2)c1	-17%	-4%	-6%
CC(C)(C)NCc1cc(Br)ccc1OC1CCCC1	3%	-8%	-10%
O=C(COc1ccc(Br)cc1)NCCCN1CCCC1=O	4%	/	2%
COCC(=O)Nc1ccc(Br)c(C)c1	1%	0%	15%
CCCNC(=O)c1ccc(N2CCC3(CC2)CC(c2cccc(Br)c2)=NO3)c(NC(=O)c2ccc(Br)cc2)c1	-5%	-2%	-5%

Next structures:
Molecule	KAT2A inh	N370S GC	FEN1 inhibitor
Cc1cccc(OCC(=O)NCc2ccc(F)cc2)c1	-5%	-1%	14%
CC(C)Cn1c(N)c(C(=O)COC(=O)Cc2cccc(C(F)(F)F)c2)c(=O)n(C)c1=O	-15%	-5%	5%
CCOC(=O)c1ccc(N2CCCCC2)c(NS(=O)(=O)c2ccc(C)cc2)c1	-4%	18%	?
Cc1ccc(Cl)cc1NC(=O)Cn1cc2c(n1)CCCC2	-13%	28%	4%
Cc1ccc(N=Cc2c(O)n(C)c(=O)n(C)c2=O)nc1	2%	6%[2.35 µM]	11%
Cc1ccc(Cl)cc1-n1c(=O)cc(N2CCN(C(=O)c3ccco3)CC2)[nH]c1=O	-6%	4%	9%
N#C/C(=C\c1ccc(F)cc1)C(=O)NCC1CCCO1 (stereo not given)	-2%	/	9%
